Screening data deposited in PubChem BioAssay by National Center for Advancing Translational Sciences (NCATS).
USP1 inh = Inhibitors of USP1/UAF1: Primary Screen; Ubiquitin carboxyl-terminal hydrolase 1 (Homo sapiens), O94782; recombinant USP1/UAF1, Ub-Rhodamine cleavage fluorescence; 0.23% of 390,000 active; Potency, µM (top dose mostly 57.1 µM), for the others: top-dose activity change, negative = inhibition, usual class: inhibitors; further: potency means the concentration at half of the fitted maximal effect; on the % scale 0 is the no-effect control and ±100 the full control effect; nearly all actives have a fitted effect of over 60% in size; inactives centre near -12
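USP1/UAF1 complex at 1 nM was preincubated with compound for 15 min at room temperature, then Ub-Rho substrate (150nM final) was added. Fluorescence (480/540 nm) was read kinetically, 6 reads every 60 seconds.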
IDH1 R132H inh = qHTS for Inhibitors of mutant isocitrate dehydrogenase 1 (IDH1): qHTS. Isocitrate dehydrogenase [NADP] cytoplasmic (Homo sapiens), O75874. IDH1-R132H enzyme, NADPH consumption, diaphorase/resazurin fluorescence. Potency, µM (doses to about 76.6 µM), for inactives: at the highest dose activity change, negative = inhibition, most hits filed as inhibitors. 0.093% of 390,000 active. AID 602179, 2012; further: potency means the concentration at half of the fitted maximal effect; on the % scale 0 is the no-effect control and ±100 the full control effect; nearly all actives have a fitted effect of over 65% in size
Target sequence (O75874 whole entry R132H, stated change not applied): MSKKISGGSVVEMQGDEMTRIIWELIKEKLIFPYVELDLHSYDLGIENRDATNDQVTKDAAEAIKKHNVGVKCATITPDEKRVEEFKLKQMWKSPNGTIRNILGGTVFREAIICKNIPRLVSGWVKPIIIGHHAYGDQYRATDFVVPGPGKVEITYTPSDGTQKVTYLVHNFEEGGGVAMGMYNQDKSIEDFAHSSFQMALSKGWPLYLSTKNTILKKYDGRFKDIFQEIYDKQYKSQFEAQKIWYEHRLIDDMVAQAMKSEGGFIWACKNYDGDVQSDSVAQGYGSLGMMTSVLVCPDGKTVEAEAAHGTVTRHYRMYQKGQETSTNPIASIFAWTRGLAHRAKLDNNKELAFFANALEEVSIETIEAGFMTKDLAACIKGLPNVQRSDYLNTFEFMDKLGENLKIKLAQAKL
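IDH1-R132H (0.5 ug/mL dispensed) in pH 7.5 Tris buffer was preincubated 30 min with compound, then given a substrate mix of 0.016 mM NADPH and 2 mM alpha-KG for 80 min at room temperature; remaining NADPH was read by diaphorase/resazurin fluorescence.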
TrxR1 substrate = qHTS Assay for Substrates of Mammalian Selenoprotein Thioredoxin Reductase 1 (TrxR1): qHTS | Thioredoxin reductase 1, cytoplasmic (Rattus norvegicus), O89049 | purified TrxR1 substrate turnover, NADPH consumption readout | Potency, µM (doses to about 114 µM), without a hit: at the top dose activity change, negative = substrate turnover | 0.01% of 390,000 active | AID 588456, 2011; further: potency means the concentration at half of the fitted maximal effect; on the % scale 0 is the no-effect control and ±100 the full control effect; nearly all actives have a fitted effect of over 50% in size
Target sequence (O89049 whole entry, looked up): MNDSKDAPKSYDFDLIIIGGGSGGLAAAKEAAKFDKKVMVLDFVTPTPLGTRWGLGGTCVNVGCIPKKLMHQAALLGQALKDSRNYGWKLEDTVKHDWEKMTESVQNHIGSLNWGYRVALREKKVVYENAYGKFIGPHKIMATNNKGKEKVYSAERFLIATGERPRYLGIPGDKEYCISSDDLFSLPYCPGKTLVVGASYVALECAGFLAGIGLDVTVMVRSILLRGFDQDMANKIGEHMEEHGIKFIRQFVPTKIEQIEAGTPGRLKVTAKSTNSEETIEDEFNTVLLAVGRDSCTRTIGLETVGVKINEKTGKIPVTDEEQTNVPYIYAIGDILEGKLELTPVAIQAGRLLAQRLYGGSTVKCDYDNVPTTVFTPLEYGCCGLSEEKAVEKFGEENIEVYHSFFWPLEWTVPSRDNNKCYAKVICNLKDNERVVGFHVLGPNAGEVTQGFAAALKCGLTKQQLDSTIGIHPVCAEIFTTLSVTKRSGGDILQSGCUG
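Rat TrxR1, dispensed at 90 nM, was prereduced with 400 uM NADPH (final) for 5 min at ~22 deg C, then incubated with compound 15 min before 400 uM selenite. A first-read NADPH fluorescence drop versus no-compound background flagged substrates.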
TrxR1 inh = qHTS Assay for Inhibitors of Mammalian Selenoprotein Thioredoxin Reductase 1 (TrxR1): qHTS; recombinant rTrxR1, NADPH fluorescence consumption, selenite substrate; Potency, µM (series often up to 114 µM), without a hit: top-dose activity change, negative = inhibition, most hits filed as inhibitors; 1% of 390,000 active; further: potency means the concentration at half of the fitted maximal effect; on the % scale 0 is the no-effect control and ±100 the full control effect; nearly all actives have a fitted effect of over 65% in size
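Rat TrxR1 (90 nM in the dispensed reagent) was pre-reduced with 400 uM NADPH for 5 min at room temperature, then incubated with compound for 15 min. After 400 uM selenite was added, NADPH fluorescence (Ex 340/Em 450 nm) was followed for 8 min.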
D2 antag = HTS Assay for Allosteric Antagonists of the Human D2 Dopamine Receptor: Primary Screen for Antagonists. D(2) dopamine receptor (Homo sapiens), P14416. HEK293 TREx D2 cells, calcium flux, dopamine EC80. inhibition, % at 10 µM. 2% of 340,000 active; in the data active means inhibition above about 30%; further: 0% is about no effect
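Compounds are added to dye-loaded, induced HEK293 T-REx cells coupled to calcium release via D2; after a 3 min kinetic read an EC80 dopamine stimulus is given and fluorescence is recorded for 3 more min.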
TRHR PAM = qHTS for Small Molecule Agonists and Allosteric Enhancers of Human TRH Receptor: Primary Screen for Enhancers; Thyrotropin-releasing hormone receptor (Homo sapiens), P34981; TRHR cells, fluo-8 calcium fluorescence, EC20 TRH enhancement; enhancement, % at 2 µM; 0.66% of 360,000 active; AID 493056, 2011; in the data active means enhancement above about 30%; further: 0% is about no effect
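TRHR-expressing cells loaded with fluo-8 calcium dye were read kinetically (ex 480/em 530) during compound addition, then stimulated with an EC20 of TRH (10 nM final). Enhancement of the Gq-mediated intracellular calcium response was scored.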
PI4K2A inh = qHTS for small molecular inhibitors of PI4K2A. purified PI4K2A, ADP-Glo luminescence, 1 h; active compounds read low. 0.13% of 420,000 active. activity change, negative = inhibition, % at 76.9 µM. Phosphatidylinositol 4-kinase type 2-alpha (Homo sapiens), Q9BTU6. AID 1346378, 2018; in the data active means activity change below about -50%; inconclusive means mostly about -30% to -49%;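 further: -100% = wells without enzyme as full effect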
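PI4K2A activity was measured by ADP-Glo luminescence: enzyme (4 ug/mL stock) and phosphatidylinositol (1.2 mM stock) in Tris pH 7.5/MgCl2/EGTA/Triton X-100 buffer were reacted with ATP (300 microM stock) for one hour at ambient temperature.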
TRHR ag = qHTS for Small Molecule Agonists and Allosteric Enhancers of Human TRH Receptor: Primary Screen for Agonists | Thyrotropin-releasing hormone receptor (Homo sapiens), P34981 | TRHR cells, calcium flux fluo-8, FDSS agonist mode | activation, % at 2 µM | 0.18% of 360,000 active | AID 493084, 2011; in the data active means activation above about 30%; further: 0% is about no effect
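Fluo-8-loaded TRHR cells; 10 s baseline, compound added, kinetic Ca2+ fluorescence read 1/s, agonist mode.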
D2 ag = HTS Assay for Allosteric Agonists of the Human D2 Dopamine Receptor: Primary Screen for Agonists. HEK293 T-REx D2 cells, calcium flux agonist mode. activation, % at 2 µM. 0.53% of 340,000 active. AID 485358, 2010;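 active means activation over 3 SD above normal in the single-dose calcium agonist read, cut at about 30% in these data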; further: 0% is about no effect
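HEK293 Trex D2 cells, tetracycline-induced, o/n 30 C 5% CO2; no-wash Ca dye, RT 30–90 min; 10-cycle baseline, 23 nl cpd added, kinetic Ca read 180 s; agonist hits = positive Ca response.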
The depositor's hits bear a star; ? = inconclusive; . = not tested or not shown; [ ] = another dose, or the depositor's remark. Unless noted, the call rests on the fitted dose curve; in most records, active means well fitted inhibition curve with a large enough effect; inconclusive means small, poorly fitted or top-dose-only effect; inactive means no such curve, though single readings can be large or run the other way.

item	SMILES	IDH1 R132H inh	TRHR ag	TrxR1 inh	TrxR1 substrate	TRHR PAM
1	Cc1ccc(/C=C2/C(=O)NC(=O)N(CC3CCCO3)C2=O)s1 (stereo unspecified)	-6%	-0.1	50µM*	-1%	7
2	CCc1ccc(CN2CCN(Cc3ccc(SC)cc3)CC2)cc1	4%	-0.6	11%[57.1 µM]	7%[57.1 µM]	-2
3	Cc1ccnc(-n2c(C)cc(/C=C3\C(=O)NC(=S)N(C)C3=O)c2C)c1	-19%	1.6	35µM*	-6%	-2
4	Cc1ccc(C)c(NC(=S)NC2CC3CCC(C2)N3Cc2ccco2)c1 (stereo unspecified)	-1%	-0.9	?	6%	6
5	CCC1C(C#N)=C(N)Oc2c1c(=O)oc1ccccc21 (stereo unspecified)	-3%	0.1	22%	7%	-1
6	COC(=O)[C@@H]1C[C@H]1[C@@H](NP(=O)(c1ccccc1)c1ccccc1)c1ccccc1	-1%	-0.5	16µM*	0%	-5
7	COc1ccc2c(c1)CC1(CN2C)C(=O)NC(=O)N(c2ccc(C)cc2)C1=O (stereo unspecified)	4%	0.6	-7%	10%[57.1 µM]	-3
8	CC(Cc1ccccc1)NC(=O)c1ccc(N)cc1 (stereo unspecified)	2%	0.6	17%[57.1 µM]	11%[57.1 µM]	4
9	O=C(O)CSC(=S)N1CC2CC(C1)c1cccc(=O)n1C2 (stereo unspecified)	4%	-0.5	3%	-7%	2
10	c1coc(CNCCc2c[nH]c3ccccc23)c1	-4%	0.6	-5%	3%	1
11	COc1ccc2ccccc2c1CNCCc1ccccc1	3%	0.3	-2%	-4%	-2
12	Cc1cccn2c(=O)c3c(nc12)N1CCCCCC1C1(C3)C(=O)N(C)C(=O)N(C)C1=O (stereo unspecified)	-2%	-0.5	-8%[57.1 µM]	8%[57.1 µM]	-3

item	USP1 inh	D2 ag	D2 antag	PI4K2A inh
1	-16%	0.2	-2	-6
2	-12%	-0.4	18	-1
3	-21%	1.1	-8	-13
4	-11%	-0.7	-3	0
5	-12%	0.3	-11	-4
6	6%	0.6	0	-2
7	-26%	0.8	7	-3
8	-21%	1.4	-6	-4
9	0%	-1.2	4	-1
10	-20%	-0.2	-16	6
11	-7%	-0.7	-21	-3
12	13%	0.6	3	2

The listing continues:
item	SMILES	IDH1 R132H inh	TRHR ag	TrxR1 inh	TrxR1 substrate	TRHR PAM
13	CCCCNC(=O)CN1C(=O)CN=C(c2ccccc2)c2ccccc21	-4%	-0.5	14%	-2%	-7
14	COP(=O)(OC)/C(C=O)=N/Nc1ccc([N+](=O)[O-])cc1	2%	1.0	-16%	-16%	-1
15	Nc1ccncc1Cl	-3%	0.1	18%	-2%	-2
16	CN(C)CCCN=Cc1c(O)n(Cc2ccco2)c(=O)[nH]c1=O	6%	1.3	40%[activator][57.1 µM]	8%[57.1 µM]	0
17	COC(=O)C1=C(c2ccc(OC)c(OC)c2)C[C@@H]2CC[C@H]1N2C(=O)NC1CCCCC1	7%	-0.6	7%[57.1 µM]	5%	4
18	O=CC1=C(N2CCOCC2)/C(=C\c2ccccc2)CC1	-7%	0.3	?	-3%	-10
19	CN1CC(C#N)C2(O)c3ccccc3CCC2C1 (stereo unspecified)	1%	0.0	13%[57.1 µM]	-12%	2
20	O=C(Nc1ccc2c(c1)OCO2)c1cccn(Cc2ccc(F)cc2)c1=O	-3%	0.1	2%[57.1 µM]	-7%[57.1 µM]	-2
21	CN1C(=O)NC(=O)/C(=C\C=C\c2ccccc2[N+](=O)[O-])C1=O	-6%	0.9	-26%	-4%	-5
22	CC1(C)CSC(=NCc2ccccc2)N1	-2%	77*	4%	-6%	-17
23	CCCC/C(C)=C/[C@@H](NP(=O)(c1ccccc1)c1ccccc1)c1ccccc1	-26%	-0.7	9%[57.1 µM]	0%[57.1 µM]	-5
24	O=c1c2ccccc2nc(/C=C/c2ccccc2O)n1-c1ccccc1O	.	12	.	.	0

item	USP1 inh	D2 ag	D2 antag	PI4K2A inh
13	-20%	1.1	6	-2
14	-16%	0.1	7	-2
15	-2%	0.2	-1	5
16	-9%	0.1	4	-5
17	-1%	-0.4	30	4
18	-12%	0.3	7	8
19	0%	4.0	0	3
20	?	0.7	.	-2
21	-4%	.	.	-10
22	4%	73*	56*	1
23	-19%	-2.1	-16	-1
24	.	5.5	0	.

The closing two entries of the section above open the next one:
item	SMILES	IDH1 R132H inh	TRHR ag	TrxR1 inh	TrxR1 substrate	TRHR PAM
23	CCCC/C(C)=C/[C@@H](NP(=O)(c1ccccc1)c1ccccc1)c1ccccc1	-26%	-0.7	9%[57.1 µM]	0%[57.1 µM]	-5
24	O=c1c2ccccc2nc(/C=C/c2ccccc2O)n1-c1ccccc1O	.	12	.	.	0
25	COc1ccc(OC)c(NP(=O)(Oc2ccc(Cl)cc2)Oc2ccc(Cl)cc2)c1	-1%	-0.4	-13%	-14%	9
26	Cc1nn(C)cc1/C=C1/CC2C3CC=C4CC(O)CCC4(C)C3CCC2(C)C1=O (stereo unspecified)	-9%	.	4%	0%	.
27	CCCNC(=O)N1[C@H]2CC[C@@H]1C(C(=O)OC)=C(c1c(C)noc1C)C2	17%	-0.3	16%	4%	2
28	CC1=C(C(=O)O)N2C(=O)[C@@H](NC(=O)CCCC(=O)O)[C@H]2SC1	2%	-0.3	-4%	-4%	7
29	Cc1cc(C=C2C(=O)N(C)C(=S)N(C)C2=O)c(C)n1C1CCCCC1	1%	0.9	-25%	5%	5
30	CCC(C)NC(=O)c1c(N)n(CCCOC)c2nc3ccccc3nc12 (stereo unspecified)	4%	1.7	20%	157%[activator]	1
31	COc1ccccc1N1CCN(CCc2c[nH]c3cc4c(cc23)OCO4)CC1	14%	.	20%[11.4 µM]	5%[11.4 µM]	.
32	O=C(Oc1ccc(Br)cc1C(=S)N1CCCC1)c1ccccc1Cl	12%	0.2	22%	7%	-7
33	C=CCn1c(O)c(/C=C/C=Nc2ccccc2)c(=O)[nH]c1=O	0%	9.9	-25%	-21%	1
34	O=C(CNS(=O)(=O)c1cccs1)N1CCC2(CC1)OCCO2	4%	0.4	9%[57.1 µM]	-4%	-1
35	CN(C)C(=O)NC(O)C(Cl)(Cl)Cl (stereo unspecified)	6%	0.6	-17%	6%	3
36	Nc1c(C(=O)NCC2CCCO2)c2nc3ccccc3nc2n1Cc1ccco1 (stereo unspecified)	0%	-0.9	-12%	163%[activator]	0

item	USP1 inh	D2 ag	D2 antag	PI4K2A inh
23	-19%	-2.1	-16	-1
24	.	5.5	0	.
25	-7%	0.4	1	-3
26	-7%	.	.	-3
27	-26%	0.7	-4	-2
28	-22%	-0.1	-5	-1
29	-18%	0.9	6	-4
30	32µM*	0.2	20	-18
31	-19%	.	.	0
32	-6%	-0.1	23	1
33	-10%	3.7	0	0
34	-4%	-0.6	-16	-3
35	8%	-0.4	-5	-2
36	-27%	0.5	-2	-2

(more compounds)
item	SMILES	IDH1 R132H inh	TRHR ag	TrxR1 inh	TrxR1 substrate	TRHR PAM
37	O=C(Nc1ccon1)c1cccn(Cc2cccc(Cl)c2)c1=O	-6%	0.2	18%[57.1 µM]	5%[57.1 µM]	-3
38	COc1ccc(-n2c(=O)[nH]c3ccccc3c2=O)c(OC)c1	3%	-1.2	32%	15%	2
39	CC1CCC(N2CCN(C(=O)COc3ccccc3)CC2)CC1 (stereo unspecified)	0%	0.2	22%[57.1 µM]	5%[57.1 µM]	4
40	C=CCN1C(=O)c2ccccc2Sc2ccc(C(=O)N3CCC4(CC3)OCCO4)cc21	5%	-0.6	21%	3%	10
41	O=C1NC(=O)N(c2ccccc2)C(=O)/C1=C/c1ccc2c(c1)Cc1ccccc1-2	.	-1.6	.	.	-1
42	Cc1sc2c(c1C)C(c1ccc(C(C)(C)C)cc1)=NCC(=O)N2CC(=O)Nc1nccs1	-6%	-0.2	23%	-2%	20

item	USP1 inh	D2 ag	D2 antag	PI4K2A inh
37	12%	0.8	.	0
38	-3%	0.6	-18	3
39	0%	.	.	4
40	-5%	0.0	-4	1
41	.	-1.4	3	.
42	-20%	-0.1	-1	2

Some of the compounds tested; count on the stated rates, not on these rows.
